Assay outcomes as filed in PubChem.
S1P4 antagonist: antagonists of human S1P4 receptor; O95977; S1P4-expressing cells, antagonist mode, reporter read-out; inhibition, % at 4.98 µM; actives 0.26% (n = 220,000); AID 1510; in the data active means inhibition above about 29%;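 further: 0% = wells stimulated with agonist and 100% = vehicle wells without agonist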
Target sequence (O95977 whole entry, looked up): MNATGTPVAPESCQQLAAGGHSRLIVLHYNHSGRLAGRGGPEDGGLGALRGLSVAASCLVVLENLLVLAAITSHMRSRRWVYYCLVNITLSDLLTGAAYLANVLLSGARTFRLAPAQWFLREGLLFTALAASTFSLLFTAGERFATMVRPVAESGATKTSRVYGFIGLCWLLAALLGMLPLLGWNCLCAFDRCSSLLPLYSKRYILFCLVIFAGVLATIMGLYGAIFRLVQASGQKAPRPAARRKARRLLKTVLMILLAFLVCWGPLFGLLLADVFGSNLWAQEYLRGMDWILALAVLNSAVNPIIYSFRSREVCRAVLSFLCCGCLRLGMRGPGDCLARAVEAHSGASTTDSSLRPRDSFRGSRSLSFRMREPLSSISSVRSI
BaF3 parental: parental Ba/F3 viability inhibition as JAK2V617F counter-screen; CellTiter-Glo ATP luminescence; inhibition, % at 5.6 µM; actives 1.1% (n = 220,000);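 active means inhibition above a per-campaign cutoff, the mean inhibition of all tested compounds plus 3 SD, cut at about 27% in these data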;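 further: 0% = DMSO wells and 100% = JAK Inhibitor I control wells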
Ba/F3 V617F tox: loss of viability in JAK2V617F-driven Ba/F3 cells. actives 1.1% (n = 220,000). Ba/F3 EpoR-JAK2V617F viability, ATP luminescence. inhibition, % at 5.6 µM;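 active means inhibition above the campaign mean plus 3 SD over all tested compounds, cut at about 24% in these data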;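 further: cytokine-independent growth of Ba/F3 cells driven by EpoR plus mutant JAK2; 0% = DMSO-treated cells and 100% = JAK inhibitor I control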
S1P4 agonist: activates the human S1P4 receptor. O95977. S1P4-expressing cell line, agonist reporter assay. activation, % at 4.98 µM. actives 0.35% (n = 220,000). AID 1509; in the data active means activation above about 11%;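 further: 0% = DMSO vehicle and 100% = reference agonist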
NPY-Y1 antag: blocks the human neuropeptide Y Y1 receptor. actives 1% (n = 200,000). AID 1040. P25929. HEK293-CNG Y1 cells, membrane potential fluorescence; NPY at EC95, then isoproterenol. inhibition, % at 3.6 µM;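 active means inhibition above the campaign mean inhibition of all tested compounds plus 3 SD, cut at about 20% in these data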;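 further: 0% = DMSO wells given NPY plus isoproterenol and 100% = isoproterenol alone without NPY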
Target sequence (P25929 whole entry, looked up): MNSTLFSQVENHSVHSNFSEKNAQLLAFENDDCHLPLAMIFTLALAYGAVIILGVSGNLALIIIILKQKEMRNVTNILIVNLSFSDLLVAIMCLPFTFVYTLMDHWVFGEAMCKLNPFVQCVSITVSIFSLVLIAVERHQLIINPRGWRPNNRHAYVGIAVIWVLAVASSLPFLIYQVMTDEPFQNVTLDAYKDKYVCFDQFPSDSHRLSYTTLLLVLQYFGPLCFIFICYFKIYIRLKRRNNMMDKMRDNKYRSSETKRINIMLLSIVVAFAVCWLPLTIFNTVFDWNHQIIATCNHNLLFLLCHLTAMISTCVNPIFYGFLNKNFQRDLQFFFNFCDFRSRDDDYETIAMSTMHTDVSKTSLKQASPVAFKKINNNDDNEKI
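Test system: HEK293 cells co-expressing NPY Y1 receptor and cyclic-nucleotide gated channel; Also added: NPY (25 nM), isoproterenol (1 µM), Ro 20-1724 (25 µM); Compound dosing: one concentration, 3.6 µM, in 0.4% DMSO; Timing: dye 3 h, compound 60 min room temperature, stimulation 45 min; Technique: Membrane-potential fluorescent dye readout.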
NPY2 pot ag: human NPY-Y2 potentiation or agonism, primary screen; P49146; actives 0.45% (n = 220,000); cells expressing NPY-Y2, potentiator/agonist read-out; AID 1359; activation, % at 3.6 µM; in the data active means activation above about 27%;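 further: cells stimulated with NPY near EC25 plus isoproterenol at EC100; 0% = vehicle plus submaximal agonist and 100% = vehicle plus saturating agonist; some results beyond the cut were filed as inactive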
NPY1 pot ag: human NPY-Y1 potentiation or agonism, primary screen | activation, % at 3.6 µM | AID 1304 | actives 0.37% (n = 220,000) | NPY-Y1 expressing cells, potentiator/agonist activation; in the data active means activation above about 33%, passing the limit was not always enough;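 further: cells stimulated with NPY at EC10 then isoproterenol at EC100; 0% = low agonist plus stimulus and 100% = saturating agonist plus stimulus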
RBBP9 inh: inhibitors of human serine hydrolase RBBP9; O75884; recombinant RBBP9, FP-Rh probe fluorescence polarization; actives 0.2% (n = 220,000); inhibition, % at 7.94 µM; AID 1515;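 active means inhibition above the campaign mean of all tested compounds plus 3 SD, cut at about 14% in these data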;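 further: plate controls were DMSO wells with RBBP9 for no effect and wells lacking RBBP9 protein for full effect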
Target sequence (O75884 whole entry, looked up): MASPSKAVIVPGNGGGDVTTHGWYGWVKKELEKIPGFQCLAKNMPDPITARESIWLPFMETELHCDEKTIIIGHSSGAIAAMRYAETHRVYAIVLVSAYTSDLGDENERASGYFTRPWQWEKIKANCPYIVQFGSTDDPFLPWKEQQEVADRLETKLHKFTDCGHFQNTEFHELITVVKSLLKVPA
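Test system: recombinant human RBBP9. Quantity: 2.5 µM RBBP9 dispensing solution, before mixing. Detection: FP readout at 525/598 nm. Reagent: Serine-hydrolase probe FP-Rh, 375 nM pre-mixing. Measure: % inhibition. Control set: DMSO-treated enzyme wells and wells lacking RBBP9. Buffer or medium: Tris-NaCl-Pluronic buffer, pH 8.0. Times: preincubation 30 min plus labeling 45 min at 25 °C.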
Runt-CBFb FRET: inhibitors of human RUNX1 Runt domain binding to CBFb. Q01196+Q13951. inhibition, % at 20 µM. Cerulean-Runt/Venus-CBFb FRET ratio 530/480, 1 h. actives 0.46% (n = 220,000);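 active means inhibition over about 50% at 20 µM in the single-dose screen, limit read from the data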;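 further: 0% = DMSO wells and 100% = excess unlabeled CBFb competitor control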
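Doses: 20 µM compound in 1% DMSO | Material: Cerulean-labeled Runt domain protein | Amount: Each fluorescent fusion protein 100 nM | Schedule: Two 1 h room-temperature incubations shielded from light | Measured by: FRET fluorescence | Evaluation: Loss of energy transfer signal | Controls: Unlabeled CBFb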
Starred values were filed as active, the others as inactive; x = not tested or not shown.

Start of the data: the first two records, ahead of the listing:
SMILES	S1P4 antagonist	BaF3 parental	Ba/F3 V617F tox	S1P4 agonist	NPY-Y1 antag	NPY2 pot ag	NPY1 pot ag	RBBP9 inh	Runt-CBFb FRET
O=C(c1ccco1)N1CCN(c2ccc([N+](=O)[O-])c(N3CCOCC3)c2)CC1	-2.8	8.0	2.3	0.6	-4.4	11.2	16.1	2.6	0.2
CC(Nc1oc(-c2ccco2)nc1C#N)c1ccccc1 (centres undefined)	10.9	2.3	1.1	1.7	-2.6	5.5	13.7	-2.4	-0.2

The listing, repeating the preview:
SMILES	S1P4 antagonist	BaF3 parental	Ba/F3 V617F tox	S1P4 agonist	NPY-Y1 antag	NPY2 pot ag	NPY1 pot ag	RBBP9 inh	Runt-CBFb FRET
O=C(c1ccco1)N1CCN(c2ccc([N+](=O)[O-])c(N3CCOCC3)c2)CC1	-2.8	8.0	2.3	0.6	-4.4	11.2	16.1	2.6	0.2
CC(Nc1oc(-c2ccco2)nc1C#N)c1ccccc1 (centres undefined)	10.9	2.3	1.1	1.7	-2.6	5.5	13.7	-2.4	-0.2
CC1=Nc2cc(C(=O)NCc3ccco3)ccc2Sc2ccc(C)cc21	-2.9	80.4*	83.5*	0.2	7.3	-3.8	-17.9	-9.1	1.6
O=c1[nH]ncc(N2CCN(C(c3ccccc3)c3ccccc3)CC2)c1Cl	-10.6	7.1	3.2	-1.7	-3.5	-12.5	8.2	-8.3	-1.6
Cc1nc2ccc(NC(=O)c3ccc(Cl)c([N+](=O)[O-])c3)cc2s1	-12.3	3.7	-0.3	-1.2	-1.2	-8.1	1.2	-2.7	0.9
Cc1ccc(S(=O)(=O)N(CCO)c2cc3c(s2)CCCC3)cc1	-22.5	8.3	0.1	0.4	-3.0	-17.9	8.4	-6.9	-0.8
CC1CCN(c2ccccc2NC(=O)c2ccc(N3CCOCC3)c([N+](=O)[O-])c2)CC1	-13.0	1.3	0.2	-2.7	2.6	-4.4	-9.0	2.2	-7.4
NC1=NC(=O)S/C1=C\c1ccc(O)cc1	-10.7	7.7	1.2	-0.1	0.8	14.8	11.1	2.0	-8.9
C=CCNC(=O)C(=O)c1c(-c2ccccc2)[nH]c2ccccc12	5.7	4.4	4.9	-0.9	1.9	4.2	-20.1	-7.7	-1.7
O=C(NC(=S)NCc1nc2ccccc2[nH]1)c1ccccc1F	-18.5	7.2	2.0	-0.5	3.6	-6.3	10.7	-0.1	-1.2
Cc1cc(/C=C2/NC(=O)N(Cc3ccccc3F)C2=O)c(C)n1-c1ccccn1	-19.1	1.6	0.8	1.6	-1.4	-1.6	-4.5	-9.3	1.5
O=C(c1cc(S(=O)(=O)Nc2ccccc2F)c(Cl)cc1Cl)N1CCN(CCO)CC1	5.5	-0.1	-1.2	-1.3	-1.7	9.7	-10.0	-6.4	1.7
Cc1c(C(=O)OCC(=O)Nc2ccccc2OC(F)F)cccc1[N+](=O)[O-]	-20.7	4.4	-0.9	-0.3	2.1	-11.3	0.3	-10.1	-1.8
N#Cc1cccc(NC(=O)COC(=O)CCc2nc3ccccc3c(=O)[nH]2)c1	0.0	4.0	-1.9	-1.4	-0.1	-4.4	15.1	-3.8	0.4
COc1cc(/C=C2\SC(=S)N(Nc3ncc(C(F)(F)F)cc3Cl)C2=O)ccc1O	12.9	5.5	1.7	0.1	3.7	1.7	-0.4	-54.7	-21.7
CCOC(=O)C1CCCN(CC(O)COc2cccc(C)c2)C1 (centres undefined)	-6.8	2.6	-0.5	0.8	5.4	7.0	14.2	-7.8	-1.5
Cc1cc(NC(=O)COC(=O)c2ccccc2[N+](=O)[O-])no1	-6.9	2.3	-1.9	0.9	-1.3	-5.5	-4.6	-1.2	1.7
COc1ccc(CC2(CO)CCN(Cc3cccn3-c3ccccn3)CC2)cc1	11.3	7.6	1.6	0.0	13.3	-23.4	-18.9	-4.9	0.8
Cc1ccc(SCc2cn3c(C)cc(C)nc3n2)cc1	-8.7	-3.0	-1.4	0.5	x	-11.2	19.5	-6.5	-0.2
Cc1cc(C)cc(N2C(=O)CC(Sc3ccccc3C(=O)O)C2=O)c1 (centres undefined)	-3.1	-1.9	-6.0	2.1	x	5.8	1.4	-2.5	11.9
CN(CC(=O)Nc1cccc2c1CCCC2)S(=O)(=O)c1ccc(Cl)cc1	7.0	-1.8	-6.3	-2.3	0.9	6.0	1.2	6.0	2.0
CC(=O)C1C(c2cccc(Oc3ccccc3)c2)NC(=O)NC1(O)C(F)(F)F (centres undefined)	2.2	6.5	3.0	0.6	1.5	6.9	17.0	-2.8	-4.8
CCOc1ccc(CCNc2cc(C)nc3ncnn23)cc1OCC	-5.5	5.0	-0.5	1.6	-4.7	0.2	-0.6	-8.8	-1.2
C/C(=N\N=C(N)N)c1ccc(Cl)c(Cl)c1	7.5	5.8	4.9	1.7	8.5	-4.5	3.7	-4.8	0.6
O=C(Cn1nnc2ccccc21)c1ccccc1	2.0	10.1	3.6	-0.7	2.0	-4.8	4.7	-4.0	-1.5
CCCOC(=O)c1ccc(Nc2nc(C)cc(=O)[nH]2)cc1	-6.4	6.6	3.1	6.6	-3.0	-12.6	4.2	5.1	-3.5
CCOC(=O)C(C)Sc1cnccn1 (centres undefined)	-3.1	3.9	-0.8	0.7	-0.2	11.9	-9.7	-5.2	-0.5
Cc1ccc(S(=O)(=O)NCCCCCC(=O)N(C)C)cc1	-15.0	-2.4	2.2	-2.1	-1.7	-2.8	-5.4	-4.2	-2.8
Cc1[nH]c(=O)[nH]c(=O)c1NC(=O)c1cccs1	-8.2	1.4	-4.2	-0.2	3.6	2.6	-4.9	-2.6	-1.1
O=C(Nc1sc2c(c1C(=O)NC1CCCCC1)CCC2)c1ccco1	-16.5	4.7	1.0	-1.0	3.4	-4.3	-9.2	-7.7	4.3
CC(=O)Nc1ccc(NC(=O)Cn2nc([N+](=O)[O-])c(Br)c2C)cc1	6.1	11.2	4.9	0.5	2.5	-0.8	2.2	-5.8	1.0
COc1ccc([N+](=O)[O-])cc1NC(=S)NC(NC(=O)Cc1ccc(OC)c(OC)c1)C(Cl)(Cl)Cl (centres undefined)	-16.5	11.9	7.7	1.1	3.6	18.7	27.8	-15.0	0.3
COc1ccccc1NCCC(=O)O	2.5	-2.9	0.0	-1.3	x	-0.4	6.5	0.1	1.3
Cc1ccc(-c2nnc(NCc3nc4ccccc4[nH]3)c3ccccc23)cc1S(=O)(=O)N1CCOCC1	-5.2	6.6	-1.2	0.1	4.9	-17.2	-10.2	-14.1	-3.7
O=C1C2C3C=CC(C3)C2C(=O)N1CCCCCCN1C(=O)C2C3C=CC(C3)C2C1=O (centres undefined)	-8.6	7.4	-0.4	-0.9	-1.5	5.4	-4.5	9.1	1.1
COc1ccc(N2CCN(C(=O)CSc3nnc(-c4cccnc4)n3-c3ccccc3)CC2)cc1	-10.9	-0.5	-0.3	1.7	-1.6	4.4	-6.0	-7.8	3.7
Cc1ccc(Nc2ccc(S(=O)(=O)N3CCOCC3)cc2[N+](=O)[O-])cc1C	-23.7	6.0	-1.8	-1.0	8.5	1.7	-27.6	-2.3	-2.6
CC(=O)N(CCc1ccccc1C)Cc1cc2cc3c(cc2[nH]c1=O)OCO3	-3.4	9.3	-1.1	-1.1	6.3	-1.1	-4.2	-3.7	-1.3
O=C(C1CCCN(S(=O)(=O)c2ccc(Br)s2)C1)N1CCCCCC1 (centres undefined)	-3.0	2.3	0.1	-0.2	-1.1	-1.3	-16.2	-3.7	0.3
Cc1ccc(-c2noc(CSc3nnc(Cc4cccs4)n3-c3ccccc3)n2)cc1	-3.0	3.0	-0.2	-1.8	1.6	-15.3	-0.7	0.6	-1.6
O=C(NCCN1CCCC1)C1CC(=O)N(C2CCCCC2)C1 (centres undefined)	-6.3	5.9	-0.3	1.0	4.5	-2.4	-1.9	-1.9	-2.3
COC(=O)c1ccc(C(c2c(N)n(CC(C)C)c(=O)[nH]c2=O)N2CCN(c3ccccc3)CC2)cc1 (centres undefined)	-15.7	1.1	-4.5	1.1	-3.6	9.9	15.4	-3.5	-4.0
CCc1nnc(NC(=O)NCN2C(=O)C3C4C=CC(C4)C3C2=O)s1 (centres undefined)	7.4	5.4	5.8	-3.2	-5.0	-0.6	-0.8	4.2	1.4
O=C(Nc1ccccc1Cl)C1CCN(Cc2cnn(-c3ccccc3)c2-n2cccc2)CC1	-6.2	3.4	-3.2	-2.1	12.3	-7.2	-34.1	-8.9	-1.4
CCn1c2ccccc2c2cc(/C=N/NC(=O)c3cc(O)cc(O)c3)ccc21	-22.2	10.9	5.5	-0.7	4.8	-31.6	1.9	-54.6	1.0
COC(=O)CSc1nnc(NC(=O)/C=C\c2ccc3c(c2)OCO3)s1	-4.7	9.6	0.6	0.4	4.7	16.9	-4.4	-6.9	-4.5
CN(C)/C=C1\Cc2ccccc2C1=O	-3.9	1.9	-0.5	0.5	x	-10.8	-3.5	-1.1	2.6
COc1ccc(N/C(=C(/C(Cl)=C(Cl)Cl)[N+](=O)[O-])n2nnc3ccccc32)cc1OC	17.1	2.8	0.6	-1.2	-1.7	7.5	-12.3	2.2	-2.5
Clc1ccc(Nc2ncn[nH]2)c(Cl)c1	4.5	1.6	-1.9	3.9	3.0	15.1	-0.3	4.1	-1.8
CC(C)Nc1nc(NC(C)C)nc(C(=O)OCCO)n1	2.3	7.9	-3.2	0.6	2.7	-3.5	-10.2	2.6	-0.4
CC(OC(=O)Cc1coc2cc3c(cc12)CCC3)C(=O)NC(N)=O (centres undefined)	-13.8	6.9	3.5	-3.5	3.1	-9.8	-5.1	-14.7	-2.1
Cc1ccc(-c2nn3c(C)nnc3s2)cc1NC(=O)c1cccs1	-10.4	3.4	-0.7	-0.4	3.2	4.2	-9.2	-1.8	1.1
Cc1cc(N)n(-c2ccc(S(=O)(=O)N3CCOCC3)cc2[N+](=O)[O-])n1	5.4	0.4	3.0	0.3	x	3.9	1.0	-7.4	0.0
CCOC(=O)C(=O)C1=C(N2CCOCC2)/C(=C\c2ccc(F)cc2)CC1	-25.7	9.0	4.5	-1.0	0.8	5.1	-14.6	-9.4	2.3
CCC12CC3CC(C1)CC(C(=O)Nc1nn[nH]n1)(C3)C2	-22.2	5.3	2.1	-1.3	3.1	1.2	-6.2	10.7	0.9
CC(=O)Nc1ccc(NC(=O)C(C)OC(=O)CCC(=O)c2ccc(F)cc2)cc1 (centres undefined)	-0.4	4.8	-1.9	-1.9	2.5	-6.4	16.1	-1.2	1.3
CC(NC(=O)C1CCCC1)c1ccc2c(c1)OCCO2 (centres undefined)	-5.4	-0.5	2.1	0.2	5.4	-2.1	11.3	-2.3	0.8
Cc1ccc(C)n1-n1cnc2sc3c(c2c1=O)CCCCC3	-4.0	7.2	0.9	1.4	-0.6	-20.1	-14.3	-10.3	2.9
